# Screening results from PubChem BioAssay.
# iPSC survival up – hiPSC single-cell survival enhancement. ATPlite luminescence; 100% = ROCK inhibitor wells, 0% = DMSO. survival enhancement, % at 20 µM. 0.044% of 360,000 active; in the data active = survival enhancement above about 18%;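 also: cells exposed to compounds for 16 hours before the ATP read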
# N-glyco inh – N-linked glycosylation inhibition | reporter increase, % at 12.5 µM | 0.23% of 360,000 active | AID 588692 | D54 ERlucT glycosylation luciferase reporter, 24 h; percent of 100 nM tunicamycin response;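 active = mean luciferase reporter signal, scaled so untreated is 0 and the glycosylation-blocking control 100, at or above a set limit in every replicate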;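 also: luciferase carries N-glycosylation sites so blocking glycosylation raises the light; 0% = median of neutral control wells and 100% = median of 100 nM tunicamycin wells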
# aDG glyco up – increases alpha dystroglycan glycosylation. 0.22% of 360,000 active. AID 624168. activation, % at 10 µM. Pro5-aDG cells, alpha-DG glycosylation AlphaScreen (IIH6); 0% Pro5, 100% B10-LARGE cell signal;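 active = activation of at least 8% versus controls, or a plate z-score of at least 8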;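 also: Pro5 are CHO cells carrying HIG-tagged alpha-DG that lacks glycosylation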
# CaV13 FRET inh – Disruptors of the CACNA1D IQ motif to Ca2+-dependent inactivation inhibitor domain association, primary screening, Förster resonance energy transfer in intact living … | HEK cells, CFP/YFP FRET ICDI-IQ, plate reader, 10 min; percent FRET-ratio fall versus neutral wells | inhibition, % at 12.3 µM | 0.098% of 340,000 active | AID 743397;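 active = mean replicate inhibition of at least 30% and at least 1% of replicates passing that level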;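 also: 0% = median of the neutral control wells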
# PDI inh – blocks human protein disulfide isomerase activity. P07237. PDI insulin aggregation turbidity, A650, 90 min. inhibition, % at 10 µM. 0.052% of 350,000 active;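 active = mean inhibition across replicates of 30% or more, whatever share of single replicates reach that level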;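 also: absorbance from insulin aggregation driven by PDI reduction with DTT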
# Target sequence (P07237 whole entry, looked up): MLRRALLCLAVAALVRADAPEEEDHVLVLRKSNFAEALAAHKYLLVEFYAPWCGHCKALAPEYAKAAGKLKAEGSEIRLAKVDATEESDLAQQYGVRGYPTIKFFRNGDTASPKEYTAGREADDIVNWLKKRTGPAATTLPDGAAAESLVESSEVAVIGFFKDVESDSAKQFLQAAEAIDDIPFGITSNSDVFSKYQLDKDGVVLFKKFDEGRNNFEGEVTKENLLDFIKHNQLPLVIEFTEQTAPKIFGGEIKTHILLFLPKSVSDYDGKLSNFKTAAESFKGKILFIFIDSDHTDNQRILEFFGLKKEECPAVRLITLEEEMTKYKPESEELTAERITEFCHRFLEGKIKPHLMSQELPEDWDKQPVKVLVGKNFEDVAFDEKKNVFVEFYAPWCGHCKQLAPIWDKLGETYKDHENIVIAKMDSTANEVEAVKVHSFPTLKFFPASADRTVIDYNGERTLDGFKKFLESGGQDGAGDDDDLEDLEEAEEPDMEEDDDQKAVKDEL
# Vif imaging – inhibitors of HIV Vif; HEK293T cells, Vif self-association by quenched fluorescence, imaging, 24 h; inhibition, % at 7.49 µM; 0.35% of 340,000 active; AID 602346; in the data active = inhibition above about 50%, passing the limit was not always enough; also: some results filed as inactive read as strong as hits
# HTR2A ag – mouse HTR2A agonism via beta-arrestin recruitment; CHO-K1 mHTR2A beta-arrestin complementation, luminescence; percent of 30 µM serotonin response; activation, % at 7.6 µM; 0.66% of 360,000 active; AID 624169;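 active = activation above a run cutoff, the mean activation of all tested compounds plus 3 SD, cut at about 14% in these data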;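 also: 0% = plate median of compound wells and 100% = 30 µM serotonin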
# Target sequence (P35363 whole entry, looked up): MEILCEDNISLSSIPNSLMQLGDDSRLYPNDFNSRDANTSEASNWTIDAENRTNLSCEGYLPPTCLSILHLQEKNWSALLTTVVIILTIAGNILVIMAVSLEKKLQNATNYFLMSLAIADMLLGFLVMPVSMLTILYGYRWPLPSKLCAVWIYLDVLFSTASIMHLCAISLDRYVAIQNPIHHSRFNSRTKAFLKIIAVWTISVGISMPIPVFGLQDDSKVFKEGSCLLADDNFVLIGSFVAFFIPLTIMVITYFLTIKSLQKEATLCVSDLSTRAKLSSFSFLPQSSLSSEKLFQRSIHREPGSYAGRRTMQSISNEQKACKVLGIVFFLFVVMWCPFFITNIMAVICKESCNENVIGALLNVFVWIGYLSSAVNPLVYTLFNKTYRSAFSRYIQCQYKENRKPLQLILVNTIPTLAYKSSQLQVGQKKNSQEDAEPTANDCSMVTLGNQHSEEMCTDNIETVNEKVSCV
# Granule exo inh – blocks lytic granule exocytosis | TALL-104 LAMP-1 surface exposure, flow cytometry; cells stimulated with thapsigargin and PMA | inhibition, % at 10 µM | 0.66% of 360,000 active;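 active = inhibition above about 55%, limit read from the data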
# ABCB6 inh MLPCN – inhibitors of human ABC transporter ABCB6; Q9NP58; K562-ABCB6 porphyrin accumulation, flow cytometry, 1 h; active compounds read low; fluorescence ratio to DMSO, % at 10 µM; 0.19% of 360,000 active; AID 602162;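 active = fluorescence ratio to DMSO below 75%, the collection mean minus 3 SD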;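 also: signal is porphyrin accumulated inside mitochondria; 100% equals median channel fluorescence of DMSO control wells; lower ratio means ABCB6 inhibition with less porphyrin fluorescence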
# H9c2 protect – modulators protecting cardiomyocytes from myocardial damage | H9c2 cardiomyocytes, H2O2 injury protection, ATPLite, 2 h | protection from H2O2 cell death, % at 20 µM | 0.63% of 360,000 active | AID 588492;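 active = compounds giving at least 50% protection of heart cells from peroxide-induced death in the single-dose screen, raw or plate-pattern-corrected value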;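 also: 0% = DMSO wells with peroxide and 100% = DMSO wells without peroxide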
# * hit, by the source's call; · = not tested or not shown.
SMILES,iPSC survival up,N-glyco inh,aDG glyco up,CaV13 FRET inh,PDI inh,Vif imaging,HTR2A ag,Granule exo inh,ABCB6 inh MLPCN,H9c2 protect
CCOC(=O)[C@@H]1[C@H]2COc3ccc(Br)cc3[C@@H]2N2C(=O)N(c3ccc(OC)cc3)C(=O)[C@]12C,-2.6,-1,0.1,·,1,3,5,25,95,-7
CCOC(=O)N1CCN(C(=O)C2CC(=O)N(Cc3ccc(OC)cc3)C2)CC1 (centres undefined),-1.6,2,-0.1,·,-1,8,7,0,103,-13
CC(C)Oc1cccc(C(=O)N/N=C/c2coc3ccccc3c2=O)c1,0.1,0,-0.1,-6,0,-1,-4,-4,98,-5
CC1CCN(C(=S)c2cn(Cc3ccc(F)cc3)c3ccccc23)CC1,-0.5,-3,1.4,-5,-3,-1,-7,6,92,-4
O=S(=O)(c1ccc(C(F)(F)F)cc1)N1CCN(CCc2ccccc2)CC1,-0.1,0,-0.1,-4,-8,5,-14,1,95,-9
O=C(Cn1cnc2c(NCc3ccccc3)ncnc21)NCCCN1CCCC1=O,2.2,1,0.2,-6,2,·,6,-2,100,27
CCCSc1nnc(-c2cccc(S(=O)(=O)N(C)C)c2)n1-c1cc(OC)ccc1OC,-2.3,-4,0.0,-6,5,-2,2,1,96,14
NC(=O)c1ccc(N2CCCCC2)c(N2C(=O)C3C4C=CC(C4)C3C2=O)c1 (centres undefined),0.3,4,0.1,-5,8,·,5,-4,98,-16
COc1ccc(NC(=O)CSc2nc3c(c(=O)n2C)SCC3)cc1OC,-0.4,3,0.2,-7,-6,-6,10,-3,95,3
COc1ccc([C@H]2C[C@@H](O)[C@H](n3cc(COC(=O)c4ccccc4)nn3)CN2C(=O)c2cccs2)cc1,0.5,2,1.2,-5,1,6,-1,-5,105,4
CC(=O)N(c1ccccc1C)S(=O)(=O)c1ccc(Cl)cc1,0.3,0,-0.1,-6,0,-4,-6,8,99,3
Cc1cc(C)nc(N2CCCC(C(=O)NCc3ccc4c(c3)OCO4)C2)n1 (centres undefined),-0.4,0,0.8,-7,-3,3,-3,6,107,-4
CCCCc1ccc(NS(=O)(=O)c2cccs2)cc1,-2.3,-3,-0.2,-4,-3,13,5,-1,101,-3
CC[C@]12c3[nH]c4ccccc4c3CCN1C(=O)C(CC(=O)NCCN1CCOCC1)C[C@@H]2C(=O)N1CCN(C(=O)C2CC2)CC1 (some centres undefined),2.9,1,-0.1,-7,11,·,-3,-3,96,-1
Cc1ccc(NC(=O)c2ncn(CCCN[C@H](C)c3cccc4ccccc34)n2)cc1C,5.9,0,1.9,-7,-1,-3,-4,-4,99,-16
CC(=O)Nc1ccc(NC(=O)CSc2ncnn2-c2ccccc2)cc1,-2.6,1,0.3,-3,1,0,1,0,97,6
CCCOc1ccc(N2C(=O)CC(N(CCC)C(=O)CCC(=O)O)C2=O)cc1 (centres undefined),-0.6,0,0.0,0,5,9,-1,-1,101,8
CSc1cccc(NC(=S)NC(=O)CCc2ccccc2)c1,0.3,1,-0.1,·,5,2,-4,-2,92,-10
CNC(=O)C(=O)Nc1nc(C23CC4CC(CC(C4)C2)C3)cs1,1.0,2,-0.2,-3,5,-5,0,0,99,9
Cc1ccc(S(=O)(=O)Nc2ccccc2CNc2ccccn2)cc1,0.3,-1,0.1,-3,-1,-7,-6,-4,98,-5
COc1cccc(-n2nnc3c(=O)n(CC(=O)Nc4ccccc4C)cnc32)c1,-1.9,0,-0.2,4,·,-10,4,-2,97,-15
Cc1ccc2nc(Nc3ccccc3)c(/C=N/O)c(=O)n2c1,0.9,0,0.4,1,-4,5,3,0,98,11
O=C(CCc1nc2ccccc2[nH]1)Nc1ccc2c(c1)OCO2,6.7,3,-0.3,0,7,·,2,12,210,-10
CS(=O)(=O)c1ccc(C(=O)NCC2(N3CCOCC3)CCCCC2)cc1,-0.9,-3,-0.2,-6,-7,-1,2,-3,91,-6
CC(=O)Nc1cccc(-c2csc(C(C)(O)c3ccc(F)c(F)c3)n2)c1 (centres undefined),5.4,2,-0.3,-11,2,-4,-2,-3,99,-6

# Profiles from above. Screens in order: iPSC survival up | N-glyco inh | aDG glyco up | CaV13 FRET inh | PDI inh | Vif imaging | HTR2A ag | Granule exo inh | ABCB6 inh MLPCN | H9c2 protect
# Results for COc1cccc(-n2nnc3c(=O)n(CC(=O)Nc4ccccc4C)cnc32)c1 : -1.9 | 0 | -0.2 | 4 | · | -10 | 4 | -2 | 97 | -15
# Results for Cc1ccc(NC(=O)c2ncn(CCCN[C@H](C)c3cccc4ccccc34)n2)cc1C : 5.9 | 0 | 1.9 | -7 | -1 | -3 | -4 | -4 | 99 | -16
# Results for CC(=O)N(c1ccccc1C)S(=O)(=O)c1ccc(Cl)cc1 : 0.3 | 0 | -0.1 | -6 | 0 | -4 | -6 | 8 | 99 | 3
# Results for COc1ccc(NC(=O)CSc2nc3c(c(=O)n2C)SCC3)cc1OC : -0.4 | 3 | 0.2 | -7 | -6 | -6 | 10 | -3 | 95 | 3
# Results for COc1ccc([C@H]2C[C@@H](O)[C@H](n3cc(COC(=O)c4ccccc4)nn3)CN2C(=O)c2cccs2)cc1 : 0.5 | 2 | 1.2 | -5 | 1 | 6 | -1 | -5 | 105 | 4

# A draw from above in order of number of heavy atoms, highest first:
SMILES,iPSC survival up,N-glyco inh,aDG glyco up,CaV13 FRET inh,PDI inh,Vif imaging,HTR2A ag,Granule exo inh,ABCB6 inh MLPCN,H9c2 protect
CC[C@]12c3[nH]c4ccccc4c3CCN1C(=O)C(CC(=O)NCCN1CCOCC1)C[C@@H]2C(=O)N1CCN(C(=O)C2CC2)CC1 (some centres undefined),2.9,1,-0.1,-7,11,·,-3,-3,96,-1
CCOC(=O)[C@@H]1[C@H]2COc3ccc(Br)cc3[C@@H]2N2C(=O)N(c3ccc(OC)cc3)C(=O)[C@]12C,-2.6,-1,0.1,·,1,3,5,25,95,-7
O=C(Cn1cnc2c(NCc3ccccc3)ncnc21)NCCCN1CCCC1=O,2.2,1,0.2,-6,2,·,6,-2,100,27
CCOC(=O)N1CCN(C(=O)C2CC(=O)N(Cc3ccc(OC)cc3)C2)CC1 (centres undefined),-1.6,2,-0.1,·,-1,8,7,0,103,-13
CC(=O)Nc1cccc(-c2csc(C(C)(O)c3ccc(F)c(F)c3)n2)c1 (centres undefined),5.4,2,-0.3,-11,2,-4,-2,-3,99,-6
Cc1ccc(S(=O)(=O)Nc2ccccc2CNc2ccccn2)cc1,0.3,-1,0.1,-3,-1,-7,-6,-4,98,-5
O=C(CCc1nc2ccccc2[nH]1)Nc1ccc2c(c1)OCO2,6.7,3,-0.3,0,7,·,2,12,210,-10

# (listing goes on)
SMILES,iPSC survival up,N-glyco inh,aDG glyco up,CaV13 FRET inh,PDI inh,Vif imaging,HTR2A ag,Granule exo inh,ABCB6 inh MLPCN,H9c2 protect
CC1(C)OC2OC(COC(=O)c3ccccc3)C3OC(C)(C)OC3C2O1 (centres undefined),0.4,2,-0.1,-3,-1,8,-1,-1,100,-2
CC(CN1CCC(O)CC1)c1ccccc1 (centres undefined),0.2,-5,0.0,-3,-1,-4,-2,3,97,3
CNc1nc(NCCOC23CC4CC(CC(C4)C2)C3)nc(OCC(F)(F)F)n1,2.9,-1,0.2,-5,4,3,-4,-3,100,-5
COc1cc(OC)c(NC(=O)C2CCCO2)cc1Cl (centres undefined),-0.3,2,-0.1,-2,-2,1,16*,-5,102,-1
CCS(=O)(=O)N1CCN(c2cnn(-c3ccccc3)c(=O)c2Cl)CC1,0.3,1,0.2,-4,-2,9,-1,4,100,4
c1ccc(CN(Cc2ccccc2)Cc2nnc(-c3cc4ccccc4[nH]3)s2)cc1,-0.7,-4,0.5,-4,-7,-3,1,12,97,-5
CCOC(=O)Nc1ccc2c(CN3CCN(S(=O)(=O)c4ccc(C(C)C)cc4)CC3)cc(=O)oc2c1,-0.7,-2,0.2,-2,4,3,6,6,98,-14
O=C(O)c1cccc(COc2ccccc2Cl)c1,-3.8,-14,0.0,-7,3,-1,0,-4,100,-8
Nc1ccc(C(=O)N2CCN(S(=O)(=O)c3ccc(Cl)cc3)CC2)cc1[N+](=O)[O-],-0.4,-3,-0.1,·,-6,-2,-9,-1,87,-1
COC(=O)C1=C(C(=O)OC)C2C(C)=CC(C)=CN2C(C(=O)OC)=C1C(=O)OC (centres undefined),-0.2,1,-0.1,-2,5,13,-1,-1,103,-4
CCOC(=O)c1c(C)nc2sc(C(=O)Nc3ccc(OC)cc3)c(N)c2c1-c1ccc(OC)cc1,3.0,2,0.5,-6,4,8,-2,10,98,-5
Cc1c(C(=O)Nc2cccc(Cl)c2)cn2c(nc3ccccc32)c1C#N,4.0,18,0.3,-5,-16,3,1,-1,88,4
FC(F)Oc1ccccc1NC(=S)Nc1cccnc1,0.6,0,0.0,2,-4,0,3,8,104,-10
O=C1NC(Cc2ccc(O)cc2)c2nc3cc(F)c(F)cc3c(=O)n2-c2ncccc21 (centres undefined),3.0,2,0.0,-13,28,10,-1,3,103,-6
CC(NC(=O)/C(C#N)=C/c1cn(-c2ccccc2)nc1-c1ccc(F)cc1)c1ccccc1 (centres undefined),-0.3,-4,-0.1,-17,-2,-1,-1,6,79,-4
CCc1c(C(=O)Nc2cc(C(=O)OC)ccc2C)csc1C,0.9,1,0.1,-3,5,-2,-3,2,94,5
Cc1nc2ccccc2c2oc(C(=O)NCCN3CCN(C)CC3)cc12,0.5,3,0.2,21,·,9,-3,2,97,10
COc1cccc(CNCc2ccccc2OC)c1,2.7,0,0.2,-5,5,-4,-3,-1,100,-4
CCOC(=O)[C@]12CCC=C1N(Cc1ccco1)C(=O)[C@H](CC(=O)N1CCCCC1)C2,0.3,·,0.2,-10,·,·,1,14,102,·
O=C(c1ccc(CS(=O)Cc2ccc(Cl)cc2)o1)N1CCN(c2ccccc2F)CC1 (centres undefined),-0.4,0,0.2,-2,-6,2,-5,4,95,6
O=C(NC(=S)NCc1ccc2c(c1)OCO2)c1ccccc1,-0.3,1,0.0,-5,25,-15,-3,3,98,-2
Cc1ccc(-c2n[nH]c(=S)n2/N=C/c2cc3c(cc2[N+](=O)[O-])OCO3)cc1,3.4,-1,-0.4,-5,-1,-1,1,5,91,1
O=S(=O)(c1ccc(Cl)nc1)N1CCN(c2ncccn2)CC1,-0.4,0,-0.1,-5,-1,·,0,-5,96,12
Cc1ccccc1Nc1c(-c2ccccn2)nc2c(C)cccn12,1.5,0,1.0,-2,-2,3,2,-1,95,-4
O=C(CCc1nnc2n(Cc3ccc(F)cc3)c(=O)c3ccccc3n12)NCCCN1CCOCC1,0.6,1,-0.1,-7,-1,-4,-6,-2,93,-1
CC(=O)c1c(-c2ccc(Cl)cc2Cl)noc1C,0.1,-2,-0.1,-4,-3,-3,1,2,99,-2
O=C(CCC(=O)N1CCN(c2ccccc2F)CC1)N1CCN(c2ccccc2)CC1,-0.1,0,0.0,-3,13,-13,2,-2,102,0
CCCn1nc(C(=O)Nc2nnc(C3CC3)s2)c2ccccc2c1=O,0.6,1,0.0,-5,8,5,-5,-2,93,1

# An unsorted share of the library, and some 3.1% of all compounds hit somewhere here.
